# DRD3 agonist = qHTS of D3 Dopamine Receptor Agonist: qHTS | actives 0.58% (n = 410,000) | D3R DiscoveRx beta-arrestin cells, luminescence, 90 min | max activation, % | AID 652048, 2013 | D(3) dopamine receptor (Homo sapiens), P35462; in the data active = max activation above about 30%; note: 0% is about no effect; mostly tested at two doses, the higher about 12 µM
# Target sequence (P35462 whole entry, looked up): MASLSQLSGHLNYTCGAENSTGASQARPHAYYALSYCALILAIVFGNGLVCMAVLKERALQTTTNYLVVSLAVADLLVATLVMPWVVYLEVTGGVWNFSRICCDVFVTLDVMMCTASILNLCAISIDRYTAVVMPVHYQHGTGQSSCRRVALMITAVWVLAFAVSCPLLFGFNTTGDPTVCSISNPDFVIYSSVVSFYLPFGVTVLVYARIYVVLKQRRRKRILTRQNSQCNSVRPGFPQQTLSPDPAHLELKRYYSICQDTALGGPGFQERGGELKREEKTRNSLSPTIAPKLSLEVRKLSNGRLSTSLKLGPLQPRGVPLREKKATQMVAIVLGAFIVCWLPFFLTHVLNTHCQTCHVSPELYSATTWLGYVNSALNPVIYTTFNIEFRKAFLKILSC
#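 Agonist mode: compounds and dopamine controls were applied to plated cells for 90 min at 37 degrees C after an overnight attachment at 1500 cells/well. Luminescent read-out followed 30 - 60 minutes at room temperature with DiscoveRx detection reagent.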
# HEK293 tox = qHTS of GLP-1 Receptor Inverse Agonists: Cytotox Screen; HEK293 cAMP-luciferase reporter cells, luminescence, 24 h; Potency, µM (series often up to 38.3 µM), for the others: at the top dose activity change, negative = inhibition, actives largely listed as inhibitors; actives 0.13% (n = 410,000); AID 624418, 2012;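 note: loss of luciferase light is scored as toxicity; potency is the fitted concentration of half-maximal effect; % is set by controls: 0 for no effect and ±100 for the full control effect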
#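 A 23 nL compound transfer followed 12 hours of cell culture at 37 deg C; exposure then lasted 24 hr. Luciferase assay detection reagent was dispensed and plates read for luminescence after a 12 min room-temperature wait.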
# KB-V1 MDR tox = qHTS assay for MDR1-selective chemotherapeutics: Primary screen using the drug-selected MDR subline cells KB-V1; KB-V1 MDR cells viability, CellTiter-Glo, 72 h; Potency, µM (highest dose often 46.1 µM), inactives show at the top dose activity change, negative = cytotoxicity, most hits filed as cytotoxic; actives 3.4% (n = 400,000); note: potency is the fitted concentration of half-maximal effect; % is set by controls: 0 for no effect and ±100 for the full control effect; nearly all actives have a fitted effect of over 60% in size
#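 qHTS viability screen in drug-selected KB-V1 MDR cells: 72 h compound treatment at 37 degrees C, ATP luminescence end point.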
# DRD3 antagonist = qHTS of D3 Dopamine Receptor Antagonist: qHTS; D(3) dopamine receptor (Homo sapiens), P35462; D3R cells, DiscoveRx beta-arrestin luminescence, antagonist mode; stronger effect = lower value; max response, negative = inhibition, %; actives 2.5% (n = 360,000); in the data active = max response below about -50%; inconclusive = no clear call, values can overlap the other calls; note: % is set by controls: 0 for no effect and ±100 for the full control effect; mostly tested at two doses, the higher about 12 µM
#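 Cells plated overnight at 1500 cells/well, then exposed to library compounds with dopamine controls for 90 minutes at 37 degrees C. DiscoveRx reagent added for 30–60 minutes at room temperature; luminescence read, quantitative HTS format.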
# GLP-1R agonist = qHTS of GLP-1 Receptor Agonists. Glucagon-like peptide 1 receptor (Homo sapiens), P43220. HEK293 GLP-1R CRE-luciferase, luminescence, 4-6 h; cells express a hypersensitive GLP-1R form. Potency, µM (top dose mostly 45.6 µM), for the others: at the top dose activation, usual class: activators. actives 0.007% (n = 380,000). AID 624172, 2012; note: potency is the fitted concentration of half-maximal effect; % of control where 0% means no effect
# PTHR1 ag = qHTS for PTHR1 Agonists: Primary Screen | HEK293 GP2 PTHR1 cells, GloSensor cAMP luminescence, 1 h | actives 0.075% (n = 410,000) | Potency, µM (titrated, usually from 115 µM), inactives show at the highest dose activation, usual class: activators; note: potency is the fitted concentration of half-maximal effect; nearly all actives have a fitted effect of over 55% in size; some results filed as inactive show a strong effect at the top dose; inactives centre near -15; many of its hits are not listed in these tables
# Target sequence (Q03431 whole entry, looked up): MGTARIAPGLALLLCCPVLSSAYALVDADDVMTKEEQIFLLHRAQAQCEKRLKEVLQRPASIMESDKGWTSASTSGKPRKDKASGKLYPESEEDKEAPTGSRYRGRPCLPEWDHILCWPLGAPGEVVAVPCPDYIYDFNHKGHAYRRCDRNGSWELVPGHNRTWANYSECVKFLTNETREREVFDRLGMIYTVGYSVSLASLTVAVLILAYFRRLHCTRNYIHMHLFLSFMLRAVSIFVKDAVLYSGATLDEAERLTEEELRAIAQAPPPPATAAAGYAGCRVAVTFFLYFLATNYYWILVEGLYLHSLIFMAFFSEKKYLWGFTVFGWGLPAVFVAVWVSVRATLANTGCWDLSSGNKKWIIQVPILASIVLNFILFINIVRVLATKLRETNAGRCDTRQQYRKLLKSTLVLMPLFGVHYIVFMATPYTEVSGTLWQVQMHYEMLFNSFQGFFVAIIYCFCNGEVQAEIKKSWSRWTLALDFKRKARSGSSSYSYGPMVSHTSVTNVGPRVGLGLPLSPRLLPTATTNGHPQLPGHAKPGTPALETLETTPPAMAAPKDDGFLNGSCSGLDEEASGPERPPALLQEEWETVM
#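 HEK-293-derived GP2 cells expressing PTHR1 and a GloSensor cAMP reporter, 3,000/well, plated overnight, given luciferin plus IBMX (each 0.5 mM as added) for 1 h at 37 °C, then compound for 1 h at 37 °C. Luminescence was read after 15 min at room temperature.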
# TDP-43 yeast inh = qHTS of TDP-43 Inhibitors | TDP-43 expressing yeast growth rescue, BacTiter-Glo, 24 h | Potency, µM (highest dose often 46.1 µM), for inactives: at the top dose growth rescue (activation), usual class: activators | actives 1.8% (n = 410,000); note: potency is the fitted concentration of half-maximal effect; % of control where 0% means no effect; nearly all actives have a fitted effect of over 50% in size
#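 Readout is BacTiter-Glo luminescence of cell growth, so inhibitors register as activators. TDP-43-expressing yeast at OD600=0.02 in galactose medium, after raffinose pregrowth to mid-log, were incubated with compound for 24 hr at 30 deg C.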
# aSyn rescue = qHTS of alpha-syn Inhibitors | AID 652106, 2013 | Potency, µM (series often up to 46.1 µM), inactives show at the highest dose growth rescue (activation), most hits filed as activators | actives 0.14% (n = 370,000) | Yeast expressing alpha-synuclein, growth rescue, BacTiter-Glo, 24 h; note: potency is the fitted concentration of half-maximal effect; % of control where 0% means no effect; nearly all actives have a fitted effect of over 65% in size
#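 Galactose-induced alpha-syn yeast (OD600=0.02, raffinose-pregrown) + pinned cpd, 24 hr, 30 deg C; growth by BacTiter-Glo luminescence. Growth restoration scores as activation.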
# GLP-1R inv ag = qHTS of GLP-1 Receptor Inverse Agonists (Inhibition Mode); AID 624417, 2012; HEK293 GLP-1R CRE-luciferase, luminescence, 24 h; GLP-1R form is constitutively active; Potency, µM (doses to about 38.3 µM), for the others: at the highest dose activity change, negative = inhibition, hits mostly inhibitors; actives 1.6% (n = 410,000); Glucagon-like peptide 1 receptor (Homo sapiens), P43220; note: potency is the fitted concentration of half-maximal effect; % is set by controls: 0 for no effect and ±100 for the full control effect; nearly all actives have a fitted effect of over 55% in size
#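 Cells are plated, allowed 12 hours at 37 deg C, then treated with compounds for 24 hr before luciferase detection reagent is added and luminescence is read after 12 min at room temperature. The HEK293 line carries constitutively active GLP-1R with a cAMP-responsive reporter.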
# Starred values were filed as active, the others as inactive; i = inactive; ? = inconclusive; · = not tested or not shown; [ ] = dose if it differs, or a comment. Unless noted, calls come from the whole dose curve; as a rule, active = well fitted curve in the direction sought with a large enough effect; inconclusive = small, poorly fitted or top-dose-only effect, or another doubt; inactive = no such curve, though single readings can be large; an effect the other way counts as inactive or inconclusive. A portion of the library; rates above refer to the full screens.
SMILES,DRD3 agonist,HEK293 tox,KB-V1 MDR tox,DRD3 antagonist,GLP-1R agonist,PTHR1 ag,TDP-43 yeast inh,aSyn rescue,GLP-1R inv ag
CCCCC(NC(=O)Cc1c(C)c2cc3c(C)c(C)oc3c(C)c2oc1=O)C(=O)O (stereo not drawn),-9,43%[activator],-4%,-11,6%,-47%[inhibitor],-10%,1%,23%
COc1ccc(C2C(C#N)=C(N)N(N(C)C)C3=C2C(=O)CC(C)(C)C3)cc1 (stereo not drawn),2,-1%,-5%,0,-5%,i,-4%,-8%,0%
COCCN1C(=O)N[C@@H](c2cccc(F)c2)C(C(=O)OC)=C1C,4,5%,27%,42,11%,-17%,14%,2%,1%
O=C(NCCc1csc(-c2ccccc2)n1)c1ccco1,-9,-6%,-24%,20,0%,20%,?,6%,?
Cc1cc(C)nc(SCc2nnc(SCC#N)n2-c2cccc(Cl)c2)n1,-6,3%,?,12,6%,-13%[57.5 µM],-13%,-9%,95%[activator]
O=C(Nc1nc(-c2cccnc2)cs1)c1ccccc1[N+](=O)[O-],5,15%,13%,3,1%,-15%,-8%,5%,14%
CC1(C)CC(=O)C(Sc2ccccc2)=C(O)C1,2,1%,?,4,0%,-3%,?,20%,-2%
Cc1cccc(-c2nc(CS(=O)CC(=O)N3CCCCC3)c(C)o2)c1 (stereo not drawn),0,-13%,8%,-12,-4%,-23%,3%,0%,-2%
Cc1cc(C)cc(NC(=O)c2sc3nc[nH]c(=O)c3c2C)c1,-11,-16%,3%,·,·,i,2%,·,-17%
CCCN(C(=O)c1cc2c(s1)-c1ccccc1OC2)c1ccccc1F,-9,-1%,?,·,11%,-25%,0%,-7%,?
Cc1ccccc1/C=C1\OC(=O)c2ccccc21,-11,-8%,1%,16,14%,i,-11%,-1%,-5%
CC(NC(=O)C1C(=O)N(CCO)C2(C)CC1c1ccccc1O2)c1ccccc1 (stereo not drawn),-5,1%,3%,17,2%,-2%,23%,0%,?
COc1ccc(N2CCN(C(=O)CN3C(=O)c4ccccc4S3(=O)=O)CC2)cc1,1,-12%,7%,-13,-6%,i,-13%,2%,-1%
O=C(c1cccc(F)c1)N1CCC(c2nc3ccccc3s2)CC1,8,-9%,?,-1,1%,-20%,13µM*,4%,-26%
Cc1ccc(-n2ncc3c(NCCc4ccccc4)ncnc32)cc1,9,-9%,-11%,·,·,-22%,?,·,?
CCCC(=O)Nc1nnc(CCc2ccccc2)s1,3,-11%,-17%,2,8%,i,21%,1%,6%
O=C(Cc1ccccc1)c1c[nH]c(C(=O)NCCCN2CCOCC2)c1,-1,2%,3%,0,4%,-28%,-22%,1%,-12%
CCc1nn2c(=O)cc(CSCC(=O)Nc3ccccc3Cl)nc2s1,5,-3%,-16%,16,7%,i,-10%,-2%,2%
CCCn1c(/N=C/c2ccccc2O)nc2ccccc21,-1,-9%,10%,0,0%,i,0%,-1%,-6%
O=C(NCC1COCCO1)C1CCN(S(=O)(=O)c2ccccc2)CC1 (stereo not drawn),-3,4%,25%,15,-9%,i,-19%,0%,5%
O=C(OCc1nnc(-c2ccc(Cl)cc2)o1)C12CC3CC(CC(O)(C3)C1)C2,2,-1%,-16%,5,7%,-38%[inhibitor],-3%,6%,-2%
O=C(CCCc1nc2ccccc2s1)NNC(=O)CCN1CCN(Cc2ccccc2)CC1,-9,-9%,-4%,-20,1%,-18%,3%,-5%,-8%
COc1ccc2c(c1)[nH]c1c(=O)n(/N=C/C3C(C)C=C(C)CC3C)c(=O)[nH]c12 (stereo not drawn),2,?,0%,-24,7%,i,-2%,-1%,-21%
CCOc1ccc(C(=O)NCC(=O)OCC(=O)Nc2cccc(S(=O)(=O)N3CCCC3)c2)cc1,0,4%,3%,46,4%,-29%,16%,2%,12%
COc1ccccc1/C=C1\SC(=S)N(NS(=O)(=O)c2ccccc2)C1=O,-2,?,7%,-8,-2%,i,-25%,-5%,?
CC(=O)N[C@@H](C)c1nc2ccccc2n1CCCN1CCN(c2nc(-c3ccc(C)cc3)cs2)CC1,3,4%,?,10,-6%,-17%,12%,3%,-11%
CC1(COS(N)(=O)=O)CCCCC1,10,-5%,14%,-19,6%,-1%,13%,5%,8%
O=C(Nc1nccs1)C1CCN(S(=O)(=O)c2ccccc2)CC1,-8,-4%,0%,-18,7%,-16%,-23%,-3%,7%
Cc1c(N)cccc1-n1cccc1,-4,0%,2%,-5,3%,-27%,0%,-3%,7%
CCOc1ccc(C(=O)O[C@H]2[C@H](Cc3ccccc3)NS(=O)(=O)[C@H]3C[C@@H]4C=C[C@]23O4)cc1,0,-71%,7%,21,-1%,-13%,1%,10%,2%
COC(=O)c1ccc(OCC(O)CNCC(c2ccc(OC)cc2)N(C)C)c(OC)c1 (stereo not drawn),-11,-2%,10%,-28,9%,i,6%,3%,39%[activator]
CCOc1ccccc1CNC(=O)C1CCC(=O)N1C(C)C (stereo not drawn),4,-14%,20%,10,3%,-36%[inhibitor][57.5 µM],-3%,4%,-4%
CCSc1nc(=O)n(-c2ccccc2)c(C)c1C(C)=S,-6,-9%,0%,-16,-1%,i,-19%,1%,28%
CN(C)S(=O)(=O)c1ccc(N2CCCC2)c(C(=O)Nc2ccccc2N2CCOCC2)c1,-3,-9%,?,-17,9%,i,-5%,-4%,31%
Cc1ccc2c(C)c(C(=O)N(C)CCC3CCCCO3)oc2c1C (stereo not drawn),-7,-25%,-8%,2,28%,-3%,-16%,29%,?
Fc1ccccc1N1CCN(c2ncc3c(n2)CCN(Cc2ccc(Br)s2)C3)CC1,-4,1%,2%,·,·,-20%,18%,·,1%
CCOC(=O)c1cc(C)sc1/N=C/C1=C(O)CCCC1=O,-9,-13%,2%,5,2%,i,10%,7%,4%
CN(C)S(=O)(=O)c1cccc(NC(=O)CNc2cccc(S(=O)(=O)N3CCCCC3)c2)c1,2,13%,12%,16,-1%,-46%[inhibitor],7%,-6%,?
S=C1NCCN1CC1CCN(CCCC2CCCC2)CC1,-37,-10%,0%,-18,-2%,-35%[inhibitor],11%,-5%,-3%
COc1ccc(CN(Cc2ccco2)c2cnc(S(C)(=O)=O)nc2C(=O)Nc2ccc(C)c(Cl)c2)cc1,3,4%,-9%,·,·,-13%,16%,·,1%
Cc1ccc(S(=O)(=O)Cc2nnnn2-c2ccccc2)cc1,-7,-1%,-21%,-10,-6%,-4%,-7%,-2%,13%
COc1ccc(C(=O)NC2CCCc3c2cnn3-c2cccc(C)c2C)o1 (stereo not drawn),4,-9%,?,20,10%,-31%,13%,-5%,?
CC(C)(C)OC(=O)CNC(=O)c1[nH]cnc1C(=O)NC(c1ccccc1)c1ccccc1,-47,?,-24%,-10,-4%,-21%,12%,-2%,?
Cc1nnc(SCc2cc(=O)[nH]c(Nc3nc(C)c4cc(C)c(C)cc4n3)n2)s1,1,-3%,1%,9,14%,i,-24%[9.22 µM],0%,9%
N#CC1=C(N)Oc2ccccc2C12C(=O)Nc1n[nH]c(-c3ccccc3)c12 (stereo not drawn),1,12%,-2%,-10,-11%,i,13%,-6%,6%
CC1(CCC(=O)N2CCCC(N3CCN(c4cccc(C(F)(F)F)c4)CC3)C2)CC1 (stereo not drawn),-14,-31%,?,-66*,-4%,-9%,17%,0%,?
C=CC(C)(O)CCC=C(C)C (stereo not drawn),1,-16%,3%,6,-2%,-15%,4%,9%,16%
O=C(CC1C[C@H](C(=O)N2CCOCC2)[C@@]2(CCC3CCCC3)c3[nH]c4ccccc4c3CCN2C1=O)NCC12CC3CC(CC(C3)C1)C2 (stereo partly drawn),7,2%,0%,-25,1%,i,8%,-2%,8%
Cc1ccc(C)c(S(=O)(=O)N2CCN(C(C(=O)Nc3ccc(F)cc3)c3ccccc3)CC2)c1 (stereo not drawn),0,-2%,-6%,10,-1%,-13%,-12%,6%,?
O=C(COC(=O)CCSc1ccc(Cl)cc1)NCCc1ccccc1,-7,4%,-1%,-17,-13%,-18%,?,14%,-11%
Cc1cc(C)c(NC(=O)NC(=O)c2cccc(F)c2)c(C)n1,0,0%,?,29,-7%,-11%[57.5 µM],-16%,-6%,4%
Cc1cccc(CCN2C(N(C)C)=NC[C@@H]2C)c1,3,-1%,30%,1,9%,i,7%,-4%,-6%
Cc1ccc(-c2nn(-c3ccccc3)cc2/C=C/C(=O)OCC(=O)NC2CC2)o1,17,35%[activator],?,45,4%,-17%,-2%,-1%,18%
CCOC(=O)c1c(NC(=S)Nc2ccccc2)sc(C)c1C,8,-28%,-5%,?,4%,-4%[57.5 µM],-23%,-27%,2%
O=C(Nc1ccccc1)c1cc(-c2ccccc2Cl)no1,-7,-14%,6%,-19,-11%,-2%,-1%,-22%,?

# Ordered by number of heavy atoms (smallest number first): part of the list above
SMILES,DRD3 agonist,HEK293 tox,KB-V1 MDR tox,DRD3 antagonist,GLP-1R agonist,PTHR1 ag,TDP-43 yeast inh,aSyn rescue,GLP-1R inv ag
CCOC(=O)c1c(NC(=S)Nc2ccccc2)sc(C)c1C,8,-28%,-5%,?,4%,-4%[57.5 µM],-23%,-27%,2%
Cc1ccc(-c2nn(-c3ccccc3)cc2/C=C/C(=O)OCC(=O)NC2CC2)o1,17,35%[activator],?,45,4%,-17%,-2%,-1%,18%
Cc1ccc(C)c(S(=O)(=O)N2CCN(C(C(=O)Nc3ccc(F)cc3)c3ccccc3)CC2)c1 (stereo not drawn),0,-2%,-6%,10,-1%,-13%,-12%,6%,?
